From PubChem BioAssay
Salmonella PhoP GFP: PhoP regulon inhibitors, Salmonella typhi PhoP promoter GFP reporter, confirmatory (AID 1850) | Salmonella Typhi PhoP-promoter GFP reporter, fluorescence, 4 h; higher % means a stronger effect | 310,000 compounds, 0.33% hits | one-dose inhibition, % at 50 µM; IC50 in µM for titrated hits; in the data active = a potency from the dose series; inconclusive = inhibition mostly from about 25% at the one dose, without a potency; inactive = the rest, 99 in 100 with inhibition below about 19%;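 note: 0% = induced wells with vehicle and 100% = uninduced wells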
M. tuberculosis HTS: M. tuberculosis growth inhibition, HTS (AID 449762) | M. tuberculosis H37Rv growth inhibition, 7H9 media; higher % means a stronger effect | inhibition, % at 25 µM; hits with a dose series show IC50 in µM | 330,000 compounds, 0.59% hits; in the data active = a potency from the dose series; inconclusive = inhibition above about 70% without an active follow-up result;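 note: bacterial growth assessed after seven days of incubation; strong numbers were not always called active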
inhibitors of VEEV: inhibitors of VEEV TC-83 cytopathic effect, confirmation, Vero cells (AID 588727); Vero cells, VEEV TC-83 cytopathic effect inhibition; higher % means a stronger effect; inhibition, % at 20 µM, or IC50 in µM where a hit was titrated; 350,000 compounds, 0.13% hits; in the data active = a potency from the dose series; inconclusive = inhibition mostly from about 14% at the one dose, without a potency; inactive = the rest, 99 in 100 with inhibition below about 12%; note: strong numbers were not always called active
H1N1 NS1A inhibition: H1N1 influenza NS1A inhibitors, functional cell based assay (AID 504329); 340,000 compounds, 0.3% hits; NS1A functional cell-based assay, percent inhibition; higher % means a stronger effect; one-dose inhibition, % at 12.5 µM; IC50 in µM for titrated hits; in the data active = a potency from the dose series; inconclusive = inhibition above about 27% without an active follow-up result; note: strong numbers were not always called active
tuberculosis growth: growth inhibition of non-replicating M. tuberculosis (AID 488890); Mycobacterium tuberculosis non-replicating, growth inhibition; higher % means a stronger effect; inhibition, % at 25 µM; hits with a dose series show IC50 in µM; 320,000 compounds, 0.39% hits; in the data active = a potency from the dose series; inconclusive = inhibition mostly from about 82% at the one dose, without a potency; inactive = the rest, 99 in 100 with inhibition below about 76%;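 note: plate controls were DMSO cells for no effect and high antibiotic wells for full effect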
inhibitors of VEEV 10K pilot screen: also measured in inhibitors of VEEV; calls as there; inhibition, %; measured here: 10K pilot screen inhibition
* marks the source's active call; other numbers are inactive results; i = inactive; ? = inconclusive; . = no result given. Hits appear at their usual frequency; 1.5% or so of the library scored in one or more.

SMILES	Salmonella PhoP GFP	M. tuberculosis HTS	inhibitors of VEEV	H1N1 NS1A inhibition	tuberculosis growth	others
Cc1cc(OCC[N+]2(C)CCCCC2)nc2ccccc12	17%	2%	1.4%	17%	-2%
CCN1CCc2nc3ccccc3c(C(=O)Nc3ccc(F)cc3)c2C1	0%	-11%	i	4%	-6%
O=C1Cc2ccccc2Sc2ccc(Cl)cc21	-8%	?	0.4%	-5%	37%
O=C(c1cccc(C(=O)N2CCN(c3ncccn3)CC2)c1)N1CCN(c2ncccn2)CC1	2%	-1%	1.8%	13%	-2%
CCCCCCCCC(=O)N1CCN(c2cc3c(cc2F)c(=O)c(C(=O)O)cn3CC)CC1	-9%	24%	i	-14%	.
O=C(Nc1ccc(N2CCOCC2)c(Cl)c1)C1CCCCC1	-8%	5%	0.2%	-15%	9%
O=C(c1cc(-c2ccc(F)cc2)on1)N1CCCc2ccccc21	-3%	14%	11%	6%	62%
CCOC(=O)C1CCN(C(=O)Cn2nc(C)n3cccc3c2=O)CC1	-26%	7%	3.6%	-2%	2%
O=[N+]([O-])c1ccc(C[n+]2cccc3ccccc32)cc1	-6%	-2%	0.7%	3%	2%
CC1CC(C)CN(C(=O)Cn2c(=O)n(CCCCC(=O)NC3CCCC3)c(=O)c3ccccc32)C1 (stereo unspecified)	-7%	5%	0.7%	-3%	23%
COc1ccc(-c2cc(-c3ccccc3)nc(-c3ccc4c(c3)NC(=O)CO4)c2)cc1	-11%	-2%	5.9%	-7%	10%
O=C1/C(=C/c2ccc(F)cc2)SC(=S)N1N1CCOCC1	4%	-3%	i	-2%	-11%
O=C(Nc1cccc2ccccc12)N1CC=C(c2ccccc2)CC1	-2%	-5%	1.3%	3%	50%
CC(=O)N1CCc2cc(S(=O)(=O)NCCC(=O)NC3CCCc4ccccc43)ccc21 (stereo unspecified)	-4%	-6%	2.0%	3%	1%
O=C(Nc1nc(-c2ccc(F)c(F)c2)cs1)c1ccc(OCC2CCCO2)cc1 (stereo unspecified)	-7%	-13%	1.2%	-3%	5%
COc1ccc(NC(=O)C23CCC(C)(C(=O)C2)C3(C)C)cc1 (stereo unspecified)	0%	0%	0.2%	-3%	-2%
O=C(NNc1nc(N2CCOCC2)nc(N2CCOCC2)n1)Nc1ccc(Cl)cc1	11%	-3%	.	.	-18%
COc1ccc(C(=O)OCC(=O)NC2CC2)cc1S(=O)(=O)N1CCOCC1	-4%	3%	0.9%	-10%	11%
COc1ccccc1NC(=O)C1CCN(c2ncnc3c2nc2n3CCCCC2)CC1	-16%	10%	2.0%	0%	13%
O=C(CSc1nc2ccccc2c(=O)n1CCCC(=O)N1CCCC1)NCc1ccco1	-7%	-3%	3.1%	10%	-3%
CCn1ncc(Br)c1C(=O)Nc1ncc(C)s1	-15%	7%	2.3%	-5%	-9%
Cc1ccc(NC(=O)CC(C)c2ccccc2)cc1S(=O)(=O)N1CCOCC1 (stereo unspecified)	.	-8%	1.3%	-7%	.
COCc1cc(C)nc(NC2CCCCC2)c1C#N	7%	4%	i	6%	8%
C=CCNC(=O)C1CC(=O)N(c2ccc(OCC(=O)Nc3ccccc3)cc2)C1 (stereo unspecified)	-20%	4%	0.9%	-7%	11%
C=CCn1c(=O)/c(=C/c2ccc(C)o2)s/c1=C(/C#N)C(=O)c1ccccc1	7%	4%	4.7%	18%	-5%	inhibitors of VEEV 10K pilot screen=3.9

Ordered by SMILES length (rising): part of the list above
SMILES	Salmonella PhoP GFP	M. tuberculosis HTS	inhibitors of VEEV	H1N1 NS1A inhibition	tuberculosis growth	others
COCc1cc(C)nc(NC2CCCCC2)c1C#N	7%	4%	i	6%	8%
CCn1ncc(Br)c1C(=O)Nc1ncc(C)s1	-15%	7%	2.3%	-5%	-9%
COc1ccc(NC(=O)C23CCC(C)(C(=O)C2)C3(C)C)cc1 (stereo unspecified)	0%	0%	0.2%	-3%	-2%

The main list resumes; the 7 compounds before the break are reprinted first.
SMILES	Salmonella PhoP GFP	M. tuberculosis HTS	inhibitors of VEEV	H1N1 NS1A inhibition	tuberculosis growth	others
COc1ccccc1NC(=O)C1CCN(c2ncnc3c2nc2n3CCCCC2)CC1	-16%	10%	2.0%	0%	13%
O=C(CSc1nc2ccccc2c(=O)n1CCCC(=O)N1CCCC1)NCc1ccco1	-7%	-3%	3.1%	10%	-3%
CCn1ncc(Br)c1C(=O)Nc1ncc(C)s1	-15%	7%	2.3%	-5%	-9%
Cc1ccc(NC(=O)CC(C)c2ccccc2)cc1S(=O)(=O)N1CCOCC1 (stereo unspecified)	.	-8%	1.3%	-7%	.
COCc1cc(C)nc(NC2CCCCC2)c1C#N	7%	4%	i	6%	8%
C=CCNC(=O)C1CC(=O)N(c2ccc(OCC(=O)Nc3ccccc3)cc2)C1 (stereo unspecified)	-20%	4%	0.9%	-7%	11%
C=CCn1c(=O)/c(=C/c2ccc(C)o2)s/c1=C(/C#N)C(=O)c1ccccc1	7%	4%	4.7%	18%	-5%	inhibitors of VEEV 10K pilot screen=3.9
O=C(Cn1cnc2ccccc21)Nc1ccccc1-c1ccccc1	2%	-1%	0.4%	1%	-9%
c1cncc(-c2csc(-c3cccnc3)n2)c1	-1%	3%	1.4%	-6%	-18%
O=C1N=C(N2CCOCC2)S/C1=C/c1cccs1	-3%	-1%	3.0%	-25%	15%
Oc1ccc(O)c(Cc2nc3ccccc3s2)c1	-3%	-3%	12%	6%	-20%
O=C(C1CCN(S(=O)(=O)c2cccs2)CC1)N(c1ccccn1)C1CCCCC1	4%	-1%	2.2%	-9%	18%
CCOc1ccc(C(=O)NCc2ccncc2)cc1OCC	2%	-1%	3.4%	-12%	-11%
Clc1nnc(NN=C2CCCC2)c2ccccc12	-6%	?	0.6%	1%	-14%
O=C(O)c1ccc2nc(-c3ccccc3)c(-c3ccccc3)nc2c1	0%	-4%	1.2%	-2%	8%
CC(C)c1ccc(NC(=O)C(c2ccccc2)N(C)C(=O)c2cnccn2)cc1 (stereo unspecified)	12%	4%	0.3%	-3%	50%
O=C(c1c(F)cccc1F)N1CCCc2ccccc21	-5%	4%	0.7%	-8%	37%
Cc1ccccc1NC(=O)CSCc1cc(=O)n2ccsc2n1	8%	0%	3.7%	-1%	-10%
O=C(O)C1C(c2ccccc2)C(C(=O)OCc2ccco2)C1c1ccccc1 (stereo unspecified)	-4%	0%	i	4%	14%
Cc1ccc(/C=C/C(=O)N2CCCC(C)C2)cc1 (stereo unspecified)	-5%	1%	0.2%	-4%	44%
CCOC(=O)Cc1cc(=O)c2cc(C)ccc2[nH]1	-5%	4%	0.5%	-1%	-6%
CCCC(=O)OCCNc1cc(Sc2nc3ccccc3[nH]2)c2nonc2c1[N+](=O)[O-]	6%	?	?	5%	?
CC1(C(=O)NC2CCCC2)CCC(=O)N1Cc1ccccc1 (stereo unspecified)	-1%	5%	1.0%	-4%	1%
C=CCS(=O)(=O)c1cccc2cccnc12	-2%	1%	1.6%	-2%	9%
CC(C)NC(=O)NC(=O)CSc1ccccc1F	-2%	-3%	0.1%	-6%	48%
Cc1ccc(C(=O)Nc2cccc(C(F)(F)F)c2)cc1Nc1ccccn1	-6%	?	1.3%	-4%	55%
COc1ccc(C(=O)NC(=S)Nc2cccnc2)cc1OC	4%	-7%	1.1%	-17%	19%
CCN(CC)S(=O)(=O)c1ccc2oc(C(=O)NC3CCCc4ccccc43)c(C)c2c1 (stereo unspecified)	4%	7%	0.7%	-2%	10%
COc1ccccc1N(CC(O)CN1CCCCC1)S(=O)(=O)c1ccc(C)cc1 (stereo unspecified)	-7%	3%	i	-5%	3%
CCOC(=O)n1c(=O)n(Cc2ccccc2)c2ccccc21	-2%	8%	1.2%	-4%	11%
CC/C(=C/c1sc2ccccc2[n+]1CC)SC	-14%	3%	i	0%	36%
COc1ccc(N2CCC(CNC(=S)Nc3c(C)cc(C)cc3C)C2)cc1 (stereo unspecified)	11%	1%	i	10%	?

Other structures.
SMILES	Salmonella PhoP GFP	M. tuberculosis HTS	inhibitors of VEEV	H1N1 NS1A inhibition	tuberculosis growth	others
COC(=O)CCC(=O)COc1ccccc1C#N	-10%	2%	2.9%	0%	-6%
CCOc1ccc(-c2cc(N)n(S(=O)(=O)c3ccc(OC)cc3)n2)cc1	-3%	-9%	i	-3%	1%
CCOC(=O)c1ccc(NC(=S)N2CCCC(C(=O)OCC)C2)cc1 (stereo unspecified)	18%	-4%	1.5%	-12%	37%
Cc1ccc(S(=O)(=O)NCCCCCC(=O)Nc2cccc(C)c2)cc1	-5%	-8%	i	-11%	47%
Cc1cccc(CSc2ccc3nnc(-c4cccs4)n3n2)c1	-12%	4%	0.2%	-176%	22%
CSc1ccccc1C(=O)Nc1cccc([N+](=O)[O-])c1	5%	-7%	i	-5%	18%
Cc1ccc(NC(=O)C2=C(C(=O)O)CCCC2)cc1Br	6%	?	1.4%	-6%	75%
COc1ccc(S(=O)(=O)Nc2ccc3c(c2)CCC3)cc1	-4%	4%	2.5%	-5%	39%
CC(C)(C)[C@H]1C=C(C(=O)Nc2ccccc2)O[C@@H](OCCCCO)C1	4%	4%	2.2%	0%	15%
O=C(C(NS(=O)(=O)c1cccs1)c1ccccc1)N1CCN(c2ccccc2F)CC1 (stereo unspecified)	2%	3%	i	4%	28%
Cc1[nH]c(=O)[nH]c(=O)c1CSc1nnc(CCCCCNC(=O)OC(C)(C)C)o1	5%	-11%	0.7%	-8%	-1%
NC(=O)COc1ccc(C(=O)/C=C2/C(=O)Nc3ccccc32)cc1	12%	10%	2.4%	2%	14%
Cc1c(CC(=O)N[C@@H](C)C(=O)O)c(=O)oc2cc3c(cc12)CCC(C)(C)O3	-4%	0%	0.3%	4%	-6%
COc1ccc(-n2c(Cc3cc(=O)[nH]c(=O)[nH]3)nnc2SCC(=O)Nc2ccccc2)cc1	1%	5%	0.2%	12%	10%
Cc1cc(C(=O)N/N=C/c2ccc(-c3cccc(Cl)c3Cl)o2)n[nH]1	-10%	-3%	1.5%	2%	-9%
CN1OC[C@@H]2CN(Cc3ccc(Cl)cc3)[C@H](c3cccc(Br)c3)C[C@@H]21	.	.	0.0%	-4%	.
Cc1cc2n(n1)C(c1ccc3c(c1)OCO3)Nc1c(C)cccc1-2 (stereo unspecified)	0%	-2%	i	1%	14%
Cc1cc(C(=O)COC(=O)C23CC4CC(CC(O)(C4)C2)C3)c(C)n1-c1c(C)n(C)n(-c2ccccc2)c1=O	-7%	6%	i	-1%	7%
COCCCNC(=S)NNC(=O)c1cc(C2CC2)nc2ccccc12	-9%	6%	3.0%	4%	-14%
COc1ccccc1C(=O)NCCC(=O)Nc1ccc(S(=O)(=O)N2CC(C)CC(C)C2)cc1 (stereo unspecified)	.	-8%	8.8%	-5%	40%
O=C(O)c1ccc(-c2nnc(-c3cccc(Br)c3)o2)cc1	0%	-5%	1.8%	1%	19%
CCCNC(=O)C1CCN(S(=O)(=O)c2cccc3nonc23)CC1	6%	2%	0.2%	-2%	-17%
CCc1nc(SCC(=O)O)c(C#N)c2c1CCCC2	-8%	-2%	i	-7%	24%
COc1ccc2c(c1)CCc1c(C(=O)NCc3ccco3)noc1-2	0%	?	i	-1%	23%
COc1cccc(C(=O)NCC2(c3ccc(OC)c(OC)c3)CCCC2)c1	-6%	-3%	i	-4%	-5%

Carrying on.
SMILES	Salmonella PhoP GFP	M. tuberculosis HTS	inhibitors of VEEV	H1N1 NS1A inhibition	tuberculosis growth	others
COCCN1Cc2cc3cc(C)ccc3nc2SC1=Nc1cccc(OC)c1	3%	8%	9.4%	3%	42%
O=C1NC(=Nc2ccccc2Cl)SC1(CO)CO	9%	-8%	0.9%	-2%	-6%
O=C(NN1C(=O)c2ccccc2NC1c1ccccc1OCc1ccccc1)c1ccncc1 (stereo unspecified)	-4%	-10%	0.2%	-4%	20%
COc1cc(C(=O)NCC(c2ccco2)N2CCCC2)ccc1OCc1ccc(Cl)cc1Cl (stereo unspecified)	.	.	?	4%	.
CCC(C)c1ccc(-c2cc(C(=O)OCC(=O)Nc3cc(C)on3)c3ccccc3n2)cc1 (stereo unspecified)	-14%	2%	i	2%	0%	inhibitors of VEEV 10K pilot screen=5.4
Cc1ccc(-c2nc3ccccc3c(=O)n2CCCN2CCOCC2)cc1	-4%	5%	2.8%	-1%	6%
CCOc1cc(C(=O)N(Cc2ccccc2)c2ccc(C)cc2)ccc1OCC(=O)N1CCOCC1	.	.	3.9%	-3%	.
CCN(C(=O)CSc1nnc(-c2ccco2)n1C)c1c(N)n(Cc2ccccc2)c(=O)[nH]c1=O	.	-7%	2.3%	-6%	-3%
O=C(NC1CC1)c1cccc(NC(=O)C2CCC2)c1	.	.	0.6%	-1%	.
Cc1ccc(-n2nc(C)c(=O)c(-c3ccccc3)c2NC(=O)C(C)C)cc1	6%	-2%	i	.	-2%
